# MITF act – MITF TRPM1 promoter activation in melanoma cells; SK-MEL-5 TRPM1-promoter luciferase, 24 h; % of positive control, neutral wells = 0; activation, % at 12.5 µM; actives 0.75% (n = 300,000); AID 588334;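 active means mean activation of at least 80% with every replicate also reaching 80%; inconclusive means mean reaches 80% but some replicate falls short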;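 further: 0% = neutral control wells and 100% = parthenolide positive control wells; values of inactives mirror those of a sister screen read the other way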
# Wnt act – activators of Wnt/beta-catenin signaling. activation, % at 9.35 µM. actives 1.2% (n = 300,000). Wnt/beta-catenin reporter cell assay, activator, plate reader. AID 743398; in the data active means activation above about 30%, passing the limit was not always enough; inconclusive means no clear call, values can overlap the other calls;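 further: 0% = neutral control wells and 100% = positive control wells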
# phage Ecoli inh – E. coli growth loss with phage present; growth absorbance; inhibition, % at 11.9 µM; actives 0.26% (n = 360,000); AID 651602; in the data active means inhibition above about 11%
# Tat transport – inhibitors of E. coli Tat protein transport | E. coli MC4100 TorA-mCherry Tat export, fluorescence | actives 0.036% (n = 340,000) | inhibition, % at 10 µM;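 active means mean replicate inhibition at least 50% and at least half of replicates individually reaching 50%; inconclusive means only one of the two criteria met; inactive means neither criterion met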;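 further: exported cargo escapes ClpAP degradation while cytoplasmic cargo is degraded and loses fluorescence; 0% = median of neutral control wells and 100% = median of NaSCN control wells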
# E coli growth – bacterial growth inhibition, counter-screen for AddAB inhibitors | E. coli V3065 growth, OD600 absorbance, 18 h | inhibition, % at 11.9 µM | actives 0.27% (n = 330,000);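 active means inhibition above the campaign's mean inhibition across all tested compounds plus 3 SD, cut at about 9.9% in these data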;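 further: uninfected addAB+ strain grown without phage in ampicillin broth; 0% = DMSO wells and 100% = ciprofloxacin 0.95 µg/ml wells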
# CAL PDZ FP-1 – human CAL PDZ-peptide interaction inhibition. Q9HD26. inhibition, % at 20 µM. purified CAL PDZ, TMR-peptide fluorescence polarization, 1 h. AID 504414. actives 0.02% (n = 330,000);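 active means highest replicate inhibition of at least 40%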;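 further: plate controls were DMSO neutral control wells for no effect and unlabeled competitor peptide control wells for full effect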
#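 System: purified tagged CAL PDZ domain construct (CerCALP). Schedule: 1 h incubation at room temperature before polarization reading. Medium: 25 mM sodium phosphate pH 7.4, 150 mM NaCl, TCEP, IgG, Thesit. Read-out: percent inhibition from loss of millipolarization. Measured by: FP readout, S and P plane fluorescence. Probe or stimulus: fluorescent TMR peptide probe.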
# CAL PDZ FP-2 – blocks peptide binding to the human CAL PDZ domain; purified CAL PDZ, TMR-peptide fluorescence polarization, 1 h; Q9HD26; AID 602252; inhibition, % at 24.9 µM; actives 0.92% (n = 300,000);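 active means mean inhibition of at least 30% with at least half of replicates also reaching 30%; inconclusive means no clear call, values can overlap the other calls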;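 further: 0% = DMSO neutral control and 100% = excess unlabeled competitor peptide PRC23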
# SR-BI HDL uptake – inhibitors of mouse SR-BI mediated HDL lipid uptake; Q61009; ldlA[mSR-BI] CHO cells, DiI-HDL uptake fluorescence, 3 h; inhibition, % at 12.5 µM; actives 0.96% (n = 320,000);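 active means mean replicate inhibition of at least 70% and a set share of replicates each scoring 70 or more; inconclusive means meets just one of the two criteria; inactive means fails both criteria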;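 further: 0% = median of neutral control wells and 100% = median of positive control wells; values of inactives mirror those of a sister screen read the other way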
# Target sequence (Q61009 whole entry, looked up): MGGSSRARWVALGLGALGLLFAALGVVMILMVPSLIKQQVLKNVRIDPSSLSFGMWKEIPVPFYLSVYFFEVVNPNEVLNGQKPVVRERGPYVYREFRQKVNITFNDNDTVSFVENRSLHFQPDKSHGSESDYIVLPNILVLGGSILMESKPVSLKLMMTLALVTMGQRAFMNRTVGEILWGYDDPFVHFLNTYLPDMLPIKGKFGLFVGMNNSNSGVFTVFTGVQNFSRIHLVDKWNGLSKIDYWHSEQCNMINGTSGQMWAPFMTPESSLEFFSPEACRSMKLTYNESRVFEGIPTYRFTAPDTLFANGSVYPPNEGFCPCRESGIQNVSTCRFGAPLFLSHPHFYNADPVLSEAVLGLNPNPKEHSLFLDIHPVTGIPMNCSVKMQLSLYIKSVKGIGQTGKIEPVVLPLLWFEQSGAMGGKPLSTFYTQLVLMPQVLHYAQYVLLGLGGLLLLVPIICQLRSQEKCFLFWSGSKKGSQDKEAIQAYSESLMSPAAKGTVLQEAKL
# AddAB inh – less growth of phage-infected E. coli with AddAB. E. coli expressing H. pylori AddAB, absorbance growth. inhibition, % at 11.9 µM. actives 0.29% (n = 330,000). AID 435030; in the data active means inhibition above about 12%;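 further: 0% = vehicle wells of infected cells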
# SR-BI uptake up – SR-BI HDL lipid transfer activation. CHO ldlA[mSR-BI] cells, DiI-HDL uptake fluorescence, 3 h; 100 = double the neutral-control signal. activation, % at 12.5 µM. actives 0.096% (n = 320,000);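 active means mean replicate activation of at least 60% and every replicate at or above 60%; inconclusive means mean or all-replicate condition met, but not both; inactive means mean below 60% and not all replicates reaching 60%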;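 further: 0% = median plate neutral-control signal and 100% = twice that signal; values of inactives mirror those of a sister screen read the other way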
#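 Test system: SR-BI-overexpressing, LDLR-lacking CHO cells; Also added: labelled HDL, 10 µg/mL; Measured by: bottom-read cell fluorescence after medium removal, ex 550/em 595 nm; Timing: 3 h uptake period with compound, 37 °C; Buffer or medium: F12, 0.5% BSA, 25 mM HEPES; Doses: single compound concentration, delivered by pin transfer.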
# Numbers without * were called inactive; ? = inconclusive; / = no result given.
SMILES,MITF act,Wnt act,phage Ecoli inh,Tat transport,E coli growth,CAL PDZ FP-1,CAL PDZ FP-2,SR-BI HDL uptake,AddAB inh,SR-BI uptake up
O=C(NC(=S)Nc1ccccc1C(=O)O)c1cncc(Br)c1,/,-1,0.5,-1,1.9,0.5,0,-17,3.6,17
CC1(C)Cc2cccc(OCC(=O)OCC(=O)NCc3ccc(F)cc3)c2O1,-1,0,-0.9,-5,-0.8,-1.6,-2,9,-0.3,-9
COc1ccc(N(C)S(=O)(=O)c2ccc3c(c2)CC(C)N3C(=O)C2CC2)c(OC)c1 (stereo not drawn),-3,1,2.1,-9,-0.7,-0.9,3,37,4.2,-37
Cc1ccccc1OCCC(=O)OCC(=O)N1c2ccccc2NC(=O)C1(C)C,-6,-2,3.6,-3,-2.9,-0.3,-3,-20,0.0,20
O=C(NCc1ccco1)c1ccc2snnc2c1,-3,/,4.4,1,2.4,-0.2,0,-7,4.3,7
CN1CCN(c2ccc(NC(=S)NC(=O)/C=C/c3ccco3)cc2)CC1,43,0,-0.9,3,-2.7,0.7,2,13,1.7,-13
Cc1ccc(C(=O)O)cc1NC(=O)Nc1ccc2c(c1)OCO2,15,4,4.2,0,0.8,0.0,1,-19,5.7,19
COc1ccc(NC(=O)c2cccc(NC(=O)c3ccccc3)c2)c(OC)c1,-3,0,4.5,1,0.4,-1.6,/,43,1.0,-43
C=CCc1cccc2cc(C(=O)N3CCN(C(=O)OCC)CC3)c(=O)oc12,-3,/,1.4,-5,-1.6,-1.2,-1,12,0.4,-12
CCOC(=O)C1=C(O)/C(=C/c2ccc(-c3ccccc3C(=O)O)o2)SC1=Nc1ccc(C)cc1,-1,0,3.5,1,/,-7.8,13,/,/,/
Cc1ccc(-n2c(O)c(/C=C3/C(c4ccccc4)=Nc4ccccc43)c(=O)[nH]c2=O)cc1,6,-1,2.4,-2,0.7,-2.7,-4,7,4.4,-7
C(=C\c1ccccc1)/C=N/Nc1nc2ccccc2s1,101*,?,-1.4,5,1.9,-1.7,0,12,0.8,-12
COc1cccc(C2CC(=O)NC3=C2C(=O)CCC3)c1 (stereo not drawn),-7,-1,1.0,11,-0.7,0.6,-3,-19,4.5,19
CCC(=O)N1CCCc2cc(S(=O)(=O)N3CCN(C4CCCCC4)CC3)ccc21,-10,/,3.0,23,-0.3,/,42*,-41,3.7,41
CCNC(=O)c1c(O)c2ccccc2[nH]c1=O,29,-10,2.3,4,0.4,-3.5,-6,-4,0.1,4
COc1ccc(NC(=O)N2CCCC2C(=O)Nc2ccc(C)cc2)cc1 (stereo not drawn),-4,/,3.0,-2,-2.8,0.1,9,-3,1.5,3
COc1cc(-c2nnc(NC(=O)CS(=O)(=O)c3ccc(F)cc3)o2)cc(OC)c1OC,16,1,5.5,8,0.0,-2.1,-2,-47,1.3,47
CCOc1ccc(-n2c(SCC(=O)Nc3ccc(C(=O)O)cc3)nc3ccccc3c2=O)cc1,-1,6,1.8,-9,-2.0,-1.8,-6,4,-0.7,-4
COc1ccc(/C(N)=N/OC(=O)CC2CCCCC2)cc1OC,16,2,1.2,-4,-0.5,-0.4,-4,-19,1.3,/
Cc1cc(NC(=O)COC(=O)c2n[nH]c3ccccc23)no1,/,/,-1.6,-4,-0.6,/,-2,16,-0.7,-16
CN(C)c1ccc(NS(=O)(=O)c2cc3c4c(c2)CC(=O)N4CCC3)cc1,1,-1,0.0,-5,-1.4,-1.3,-1,4,0.7,-4
CC(Sc1ccccc1F)C(=O)Nc1cccc(S(=O)(=O)N2CCOCC2)c1 (stereo not drawn),-4,-6,4.1,-10,1.9,-1.6,-4,-6,3.5,6
COCc1c(C(=O)OC)nnn1-c1ccc(C(F)(F)F)cc1[N+](=O)[O-],-8,-2,2.8,7,-0.6,-2.2,-35,8,-1.9,-8
O=C(Nc1ccc2ccccc2c1)C(=O)C1C(=O)Nc2ccccc21 (stereo not drawn),/,22,3.7,/,-1.7,/,/,/,3.5,/
CCn1c(SCC(=O)NCc2cccs2)nnc1-c1cccs1,-3,-1,4.5,8,2.5,-2.0,0,-18,1.9,18

# Continuation.
SMILES,MITF act,Wnt act,phage Ecoli inh,Tat transport,E coli growth,CAL PDZ FP-1,CAL PDZ FP-2,SR-BI HDL uptake,AddAB inh,SR-BI uptake up
c1ccc(CSc2snnc2-c2ccccc2)cc1,/,/,1.7,13,-0.6,-2.6,2,-5,4.2,5
Cc1ccc(CN(C)Cc2cc(=O)oc3cc(C)c(Cl)cc23)cc1,3,0,3.4,-8,2.7,-0.6,9,4,-0.1,-4
COc1ccc(NC(=O)c2cc(C)on2)cc1OC,0,/,1.8,-4,1.2,-2.8,-7,-15,0.0,15
CC(C)N1CCC(N2CCN(C3CCCC3)CC2CCO)CC1 (stereo not drawn),-11,-1,6.0,-7,-0.3,-1.9,-2,-17,3.6,17
CCCCN(Cc1ccc(C(=O)N[C@H](C(=O)O)C(C)C)cc1)C(=O)C(c1ccccc1)c1ccccc1,/,0,0.9,12,-2.8,-1.1,/,14,0.6,-14
Cc1onc(C(=O)N2C(C)CCCC2C)c1[N+](=O)[O-] (stereo not drawn),-6,-2,2.9,2,1.9,-0.1,1,-28,1.3,28
CC1CN(C(=O)CCc2cc(C(C)(C)C)c(O)c(C(C)(C)C)c2)CC(C)O1 (stereo not drawn),5,2,-0.6,9,1.1,-1.7,-3,24,-2.0,-24
COc1nn(-c2ccccc2)c(=O)c(Cl)c1Cl,/,-9,1.3,-14,-0.7,-1.0,-4,-8,2.0,8
CN(C)N=C1c2cc(S(=O)(=O)N(C)C)ccc2-c2ccc(S(=O)(=O)N(C)C)cc21,12,0,0.5,-2,-0.8,-1.7,-1,20,1.2,-20
Cc1ccccc1N1CCN(S(=O)(=O)CC23CCC(CC2=O)C3(C)C)CC1 (stereo not drawn),/,-2,0.5,-2,1.4,0.3,-6,34,1.9,-34
CCCn1c(SCC(=O)c2ccc3c(c2)OCCO3)nc2c1c(=O)n(C)c(=O)n2C,12,-2,1.1,2,/,-0.2,0,10,/,-10
Cc1nc(SCC(=O)CC(=O)OC(C)C)c(C#N)c(C)c1C,/,/,0.0,1,-1.7,-1.7,-4,23,0.0,-23
O=C(COC(=O)c1cccs1)NCCC1=CCCCC1,6,7,1.2,1,0.1,-2.5,-3,-12,4.5,12
CCNS(=O)(=O)c1ccc2c3c(cccc13)C(=O)N2,/,-1,3.1,0,-0.2,-0.6,-1,11,0.6,-11
CC1CCc2c(sc(NC(=O)c3ccc(N4C(=O)CCC4=O)cc3)c2C(N)=O)C1 (stereo not drawn),12,-2,1.9,-3,-1.4,-1.9,/,68,0.2,-68
Cc1ccc(S(=O)(=O)c2nc(-c3ccccc3)oc2N2CCCC2)cc1,12,-3,3.4,8,2.1,0.6,0,-20,-1.3,20
Cc1nn(-c2ccccc2)c2c1cc1c(=O)n(C)c(=O)nc-1n2-c1ccccc1F,/,2,-0.4,/,-0.8,/,/,/,1.9,/
Cn1c(=O)c2c(ncn2CCCC(=N)N2CCOCC2)n(C)c1=O,-10,1,-1.7,-7,1.3,-0.5,-3,-34,0.2,34
Cn1nnc2cc(C(=O)N3CCCCCC3)ccc21,/,5,1.4,-10,-2.4,/,-10,-8,-0.6,8
COc1ccccc1-c1nnc(SC2CCc3ccccc3NC2=O)s1 (stereo not drawn),0,/,0.9,5,-0.5,0.2,-3,22,-2.5,-22
COc1ccc(S(=O)(=O)N(c2onc(C)c2Cl)S(=O)(=O)c2ccc(OC)c(OC)c2)cc1OC,13,/,-0.5,8,-1.7,-0.4,0,-20,1.4,20
O=C(Nc1ccccc1)Nc1nnc(-c2ccccc2)s1,/,33*,0.1,9,-2.1,-0.7,/,/,0.3,/
CC1CCCC(NC(=O)COC(=O)[C@@H](NC(=O)c2ccccc2Cl)C(C)C)C1C (stereo partly drawn),-9,2,1.8,9,1.2,-0.9,1,-5,2.5,5
CN(C1CCCCC1)C(CNS(=O)(=O)c1ccc(Cl)cc1)c1ccccc1 (stereo not drawn),-5,1,1.6,16,0.5,-0.9,-1,-14,5.1,14
CC(=O)c1ccc(NC(=O)Cc2cccs2)cc1,/,9,0.6,-5,3.5,-0.8,-8,14,1.7,-14

# (continued)
SMILES,MITF act,Wnt act,phage Ecoli inh,Tat transport,E coli growth,CAL PDZ FP-1,CAL PDZ FP-2,SR-BI HDL uptake,AddAB inh,SR-BI uptake up
Cc1ccc(N(CC(=O)NC2CC2)S(=O)(=O)c2ccccc2)c(C)c1,-3,1,-0.1,4,3.1,-2.4,-4,-10,3.2,10
COc1ccc2oc(C(=O)OC(C)C(=O)N(C)c3ccccc3)c(C)c2c1 (stereo not drawn),-1,-1,1.5,-1,0.5,-2.6,-2,12,-1.0,-12
CCOc1ccc(NC(=O)c2c(NC(=O)CN3CCCC3)sc3c2CCC3)cc1,16,2,-0.1,-1,0.6,-3.2,-1,-26,-1.2,26
Cc1ccc(S(=O)(=O)N2CC(=O)Nc3ccccc32)c(C)c1NS(C)(=O)=O,-5,0,3.1,8,0.7,-0.3,1,-16,1.8,16
O=C(NC(NC(=S)Nc1ccc(Cl)cc1Cl)C(Cl)(Cl)Cl)c1cccc([N+](=O)[O-])c1 (stereo not drawn),/,4,4.4,6,2.9,-2.1,-3,29,1.1,-29
CN1CCN(c2nc3c(c(=O)n(C)c(=O)n3C)n2CC(=O)C23CC4CC(CC(C4)C2)C3)CC1,-3,-2,/,-9,-0.4,0.2,/,-4,1.3,4
CC(CN1CCCCC1)OC(=O)c1ccc(Cl)cc1 (stereo not drawn),0,/,2.7,11,1.4,/,-23,-19,3.3,19
CC1=CC(=NNS(=O)(=O)c2ccc([N+](=O)[O-])cc2)CC(C)(C)C1,7,-1,4.1,3,/,0.1,-5,-28,/,28
FC(F)(F)c1ccccc1-n1c(CN2CCCCC2)n[nH]c1=S,9,-1,2.9,7,-0.1,-1.6,-4,/,-1.0,/
c1ccc(C2COC(c3cccs3)=N2)cc1 (stereo not drawn),20,/,0.1,-8,-1.4,-2.2,/,6,1.4,-6
CCN(C(=O)CSc1nnc(-c2ccccc2F)n1N)c1c(N)n(Cc2ccccc2)c(=O)[nH]c1=O,-8,-6,0.7,-2,/,0.0,2,-2,/,2
CNc1nc(NCCOC23CC4CC(CC(C4)C2)C3)nc(OCC(F)(F)F)n1,11,/,3.9,8,-1.6,-0.9,-5,19,2.6,-19
COc1ccccc1C(C)NC(=O)Cc1ccsc1 (stereo not drawn),-10,-5,1.0,17,0.9,-1.6,-2,/,1.4,/
